NALP3 yeast inh: NALP3 inflammasome inhibitors in reconstituted yeast, primary screen, luminescence, uHTS. Yeast reconstituted NLRP3/ASC/caspase-1, beta-gal luminescence, 24 h. 0.39% of 330,000 active. inhibition, % at 10 µM;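 active = inhibition of 50% or more; inactive = inhibition below 50%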;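 note: plate controls were induced DMSO wells for no effect and uninduced yeast grown without galactose for full effect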
beta cell repl: inducers of MIN6 beta-cell proliferation, primary screen, ATP luminescence, uHTS; MIN6 cells proliferation, ATPlite luminescence, 48 h; cells starved in 0.2% serum; 100% = growth in 10% serum; proliferation, % at 10 µM; 0.29% of 330,000 active; AID 2380, 2010;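 active = compounds whose signal lies at least 3.5 SD above the mean of all wells on their plate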;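 note: 0% = DMSO-treated cells in low-serum medium and 100% = 10% serum control; some compounds called inactive have numbers as strong as hits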
APJ antag: antagonists of human apelin receptor APJ, primary screen, CHO-K1 cells, beta-arrestin complementation, luminescence | P35414 | inhibition, % at 20 µM | 0.32% of 330,000 active;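 active = inhibition above about 40% at 20 µM, limit read from the data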;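 note: cells challenged with 10 nM apelin-13 agonist together with compound; plate controls were apelin-13 plus DMSO wells for no effect and DMSO wells lacking apelin-13 for full effect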
Target sequence (P35414 whole entry, looked up): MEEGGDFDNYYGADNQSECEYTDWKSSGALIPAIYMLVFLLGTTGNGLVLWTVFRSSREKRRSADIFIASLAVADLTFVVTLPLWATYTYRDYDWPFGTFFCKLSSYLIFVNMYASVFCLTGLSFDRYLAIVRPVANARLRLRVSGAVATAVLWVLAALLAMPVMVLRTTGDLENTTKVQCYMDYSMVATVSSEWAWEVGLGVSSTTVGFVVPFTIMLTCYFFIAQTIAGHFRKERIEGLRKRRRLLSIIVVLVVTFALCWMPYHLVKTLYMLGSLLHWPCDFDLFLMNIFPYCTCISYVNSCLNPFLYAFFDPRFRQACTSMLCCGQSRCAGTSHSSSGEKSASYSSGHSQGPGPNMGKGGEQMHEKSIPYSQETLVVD
TIM10 inh: growth inhibitors of isogenic TIM10 control yeast, primary screen, counter-screen for tim10-1 yeast inhibitor project, luminescence, uHTS | inhibition, % at 10 µM | 1.4% of 330,000 active | AID 463195, 2010 | S. cerevisiae TIM10 strain growth, BacTiter-Glo luminescence, 24 h;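 active = inhibition of 40% or more at the single tested concentration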;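 note: wild-type TIM10 isogenic control strain grown at permissive 25 °C; 0% = DMSO yeast wells and 100% = minimal medium wells without yeast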
MPTP inh: mitochondrial permeability transition pore inhibitors, primary screen, biochemical, isolated mouse mitochondria, absorbance; 1.4% of 360,000 active; Ca2+ swelling absorbance, 30 min; inhibition, % at 10 µM;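 active = inhibition of 50% or more, scaled per plate between neutral and stimulator controls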;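 note: 0% = DMSO wells given calcium and 100% = 1 mM EGTA wells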
APJ agonist: agonists of human apelin receptor APJ, primary screen, CHO-K1 cells, PathHunter beta-arrestin, luminescence. 0% DMSO wells, 100% apelin. activation, % at 20 µM. 0.11% of 330,000 active. AID 2520, 2010;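 active = activation more than six SD over the plate average, tested at 20 µM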;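 note: 0% = DMSO alone and 100% = apelin-13 at 10 nM; some results filed as inactive read as strong as hits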
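Incubation: overnight seeding, 90 min compound at 25 °C, 1 h detection; test system: PathHunter CHO-K1 APJ (AGTRL-1) beta-arrestin reporter cells; amount: 1000 cells/well; doses: one dose, 20 µM compound, 1% DMSO; measured by: beta-gal luminescence; measure: agonist-driven arrestin binding to APJ; benchmarks: negative DMSO alone, positive Apelin-13 at 10 nM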
tim23-1 inh: growth inhibitors of tim23-1 mutant yeast, primary screen, luminescence, uHTS. inhibition, % at 20 µM. S. cerevisiae tim23-1 growth, BacTiter-Glo luminescence, 24 h. 1.3% of 330,000 active;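 active = growth inhibition of the mutant yeast at or above 50%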;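 note: temperature-sensitive mutant grown at 25 °C; plate controls were DMSO-treated mutant yeast for no effect and medium wells lacking yeast for full effect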
tim10-1 inh: growth inhibitors of tim10-1 mutant yeast, primary screen, luminescence, uHTS | S. cerevisiae tim10-1 ts strain growth, BacTiter-Glo, 24 h | inhibition, % at 20 µM | 2.2% of 330,000 active | AID 463190, 2010;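 active = inhibition of at least 40%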;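 note: mutant grown at 25 °C; 0% = DMSO wells with yeast and 100% = wells holding no yeast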
NR3A LBD binder: binders of NR3A ligand-binding domain, primary screen, biophysical, differential scanning fluorimetry, uHTS. Glutamate receptor ionotropic, NMDA 3A (GRIN3A) ligand-binding domain. NR3A LBD differential scanning fluorimetry, Tm shift; 0% = protein alone, 100% = glycine-bound protein. Tm shift relative to glycine control, % at 25 µM. 2.5% of 340,000 active. AID 1259313, 2017;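 active = melting temperature shift of at least 10% of the positive control shift, at one fixed dose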
* hit, by the source's call; . = not tested or not shown.

No.	Molecule	APJ antag	tim23-1 inh	NR3A LBD binder	tim10-1 inh	APJ agonist
1	O=C(OCC(=O)c1ccc[nH]1)c1cncc(Br)c1	15	-4	3	-9	-2
2	Nc1nc(SCC(=O)c2ccc(F)cc2)n[nH]1	2	0	-1	-3	-3
3	CC1=C(C(=O)OC2CCCCC2)C(c2ccccc2)NC(=O)N1 (stereo unspecified)	-18	8	-2	9	1
4	COC(=O)c1ccc(NC(=O)CCN2CCN(c3ccccc3)CC2)cc1	20	6	5	18	7
5	CCOc1ccc(NC(=O)c2ccc(OC)cc2)cc1	9	4	-15	3	-3
6	Cc1cc(C)c(S(=O)(=O)n2c([N+](=O)[O-])cnc2C)cc1C	-2	12	0	5	5
7	CCOC(=O)c1c(NC(=O)C2c3ccccc3Oc3ccccc32)sc(C(=O)N(CC)CC)c1C	3	11	0	9	5
8	COc1ccc(N2CCN(CC(=O)NC(C)c3ccccc3)CC2)cc1 (stereo unspecified)	3	12	-1	4	0
9	Cc1cc(OCC(=O)N(C)c2c(N)n(Cc3ccccc3)c(=O)[nH]c2=O)c(C(C)C)cc1Cl	13	4	7	-5	1
10	COC(=O)c1ccc(CSc2nncn2C)cc1	-5	2	0	5	-4
11	COCc1ccc(C(=O)N2CCCC(C(=O)c3ccc(SC)cc3)C2)o1 (stereo unspecified)	-8	23	0	13	3
12	C=CCn1c(C)cc(-c2csc(NCC)n2)c1C	-19	12	-6	15	0

No.	TIM10 inh	NALP3 yeast inh	MPTP inh	beta cell repl
1	-10	7	-0.6	0
2	2	7	-0.4	-1
3	-1	21	2.9	-2
4	2	29	1.7	0
5	3	20	-1.4	-1
6	-9	5	0.7	-1
7	7	0	1.4	-4
8	21	11	-0.9	0
9	-2	20	-1.0	-5
10	-6	-1	0.1	1
11	2	-4	0.3	-2
12	1	-11	0.9	-2

Next part:
No.	Molecule	APJ antag	tim23-1 inh	NR3A LBD binder	tim10-1 inh	APJ agonist
13	COc1cccc(C(=O)NCCNC(=O)c2cnccn2)c1	-8	3	-3	-8	-4
14	O=C(Cn1ncc2c([nH]c3ccccc32)c1=O)N1CCCCC1	9	4	1	-10	1
15	CCOC(=O)Cc1csc(NC(=O)c2ccc([N+](=O)[O-])cc2[N+](=O)[O-])n1	-41	11	0	9	10
16	COc1cccc(CNc2ccc(C)c(Cl)c2)c1	20	12	1	8	-1
17	O=C(NCc1ccccn1)c1cccc(NS(=O)(=O)c2ccccc2)c1	13	18	0	6	6
18	COc1ccc(-c2nc3ccc(C(=O)NCCCN4CCOCC4)cc3nc2-c2ccc(OC)cc2)cc1	-43	40	-1	36	1
19	CCN(c1ccc(C)cc1)S(=O)(=O)c1nnc(NC(=O)c2ccco2)s1	6	27	-2	10	-2
20	CCSc1nnc(NC(=O)C2CSC3(C)CCC(=O)N23)s1 (stereo unspecified)	-3	23	0	10	-3
21	O=C(COC(=O)CCc1ccc(S(=O)(=O)N2CCOCC2)cc1)Nc1ccccc1[N+](=O)[O-]	-4	17	-2	13	-1
22	CCOc1ccccc1NC(=O)CSc1nnc(CNC(=O)COc2ccc(Cl)cc2)o1	-2	-7	9	11	1
23	N#C/C(=C\c1ccccc1Cl)C(=O)NC(=O)Oc1ccccc1	0	20	5	4	8
24	Cn1c(O)c(N=Nc2ccccc2)c2ccccc21	3	25	5	29	-5

No.	TIM10 inh	NALP3 yeast inh	MPTP inh	beta cell repl
13	12	-9	-0.9	6
14	-6	14	-1.0	-6
15	5	7	-1.1	-3
16	-6	18	2.0	1
17	-5	19	-2.2	-3
18	23	5	84*	-4
19	16	-6	16	-4
20	8	-1	-0.6	-2
21	-1	-5	-1.5	-4
22	23	6	0.5	0
23	0	18	0.6	-1
24	20	36	0.3	1

Five of the entries above in order of the MPTP inh value, falling:
No.	smiles	APJ antag	NR3A LBD binder	NALP3 yeast inh	MPTP inh
18	COc1ccc(-c2nc3ccc(C(=O)NCCCN4CCOCC4)cc3nc2-c2ccc(OC)cc2)cc1	-43	-1	5	84*
22	CCOc1ccccc1NC(=O)CSc1nnc(CNC(=O)COc2ccc(Cl)cc2)o1	-2	9	6	0.5
20	CCSc1nnc(NC(=O)C2CSC3(C)CCC(=O)N23)s1 (stereo unspecified)	-3	0	-1	-0.6
13	COc1cccc(C(=O)NCCNC(=O)c2cnccn2)c1	-8	-3	-9	-0.9
21	O=C(COC(=O)CCc1ccc(S(=O)(=O)N2CCOCC2)cc1)Nc1ccccc1[N+](=O)[O-]	-4	-2	-5	-1.5

The list continues:
No.	Molecule	APJ antag	tim23-1 inh	NR3A LBD binder	tim10-1 inh	APJ agonist
25	CCOc1ccc(S(=O)(=O)NCCC(=O)NC2CCN(Cc3ccccc3)CC2)cc1	-48	-23	2	-27	0
26	CCOC(=O)C(C)Sc1nc2c([nH]c3ccccc32)c(=O)n1C (stereo unspecified)	16	24	-3	25	-4
27	CC(C)(C)NCCCOc1ccc(Cl)cc1C(C)(C)C	1	22	.	39	-3
28	CCOc1ccccc1-n1cnc(C#N)c1N	-3	8	-1	-4	-2
29	NC(=O)[C@H]1CC2(CC(c3cccc(NC(=O)COc4ccc(Cl)cc4)c3)=NO2)CN1C(=O)C(c1ccccc1)c1ccccc1 (stereo partly specified)	-3	19	11*	7	3
30	COC(=O)C1=C(C)N(Cc2ccc(C)cc2)C(=O)/C1=C\c1ccc(O)c(OC)c1	14	46	-5	40	-1
31	O=C(O)Cc1n[nH]c(=O)c2ccccc12	12	2	-2	18	-1
32	Cc1ccc(OCC(=O)N/N=C\c2c(C)[nH]n(-c3ccccc3)c2=O)c([N+](=O)[O-])c1	16	-30	-6	26	-6
33	O=C(Nc1ccc(S(=O)(=O)Nc2ncccn2)cc1)c1ccc(N2CCCC2=O)cc1	-8	-3	-1	1	-1
34	CCCCNC(=O)Nc1cc(C(=O)OC)ccc1Cl	-17	24	9	28	5
35	O=C1C2C3c4ccccc4C(Br)(c4ccccc43)C2C(=O)N1c1ccccc1O (stereo unspecified)	5	9	-1	5	0
36	Cc1c(Cl)cccc1NC(=S)NCCCN(C)C	14	3	0	8	-3

No.	TIM10 inh	NALP3 yeast inh	MPTP inh	beta cell repl
25	2	13	0.8	2
26	7	15	0.2	-2
27	3	16	.	0
28	1	8	-2.9	3
29	14	1	-3.4	-9
30	24	27	0.8	-5
31	2	2	1.9	-2
32	22	-12	6.2	-3
33	-5	22	1.0	0
34	3	-4	1.1	5
35	8	0	-1.5	-5
36	46*	8	-1.1	4

Single records, from the list above. Order of screens: APJ antag	tim23-1 inh	NR3A LBD binder	tim10-1 inh	APJ agonist	TIM10 inh	NALP3 yeast inh	MPTP inh	beta cell repl
CCCCNC(=O)Nc1cc(C(=O)OC)ccc1Cl in the list: -17	24	9	28	5	3	-4	1.1	5
O=C1C2C3c4ccccc4C(Br)(c4ccccc43)C2C(=O)N1c1ccccc1O (stereo unspecified) in the list: 5	9	-1	5	0	8	0	-1.5	-5

More structures follow.
No.	Molecule	APJ antag	tim23-1 inh	NR3A LBD binder	tim10-1 inh	APJ agonist
37	N#CC(c1ccc(Cl)cc1)N1CCOCC1 (stereo unspecified)	-8	15	0	-6	-3
38	O=C1Nc2ccccc2Nc2ccc([N+](=O)[O-])cc21	18	-7	-4	-5	1
39	O=C(CC12CC3CC(CC(C3)C1)C2)N1CCN(S(=O)(=O)c2cccs2)CC1	-8	18	-3	8	1
40	O=S(=O)(Nc1cccc(-n2cnnn2)c1)c1ccc(F)cc1	1	-18	.	5	-3
41	CCOc1ncccc1C(=O)Nc1ccccc1N1CCOCC1	-8	41	-1	25	3
42	Cn1c(Cc2ccccc2)nnc1SCc1nc2ccccc2c(=O)[nH]1	5	10	-2	-4	-1
43	O=C(CN1C(=O)COc2ccccc21)NCCN1CCOCC1	5	0	1	-24	0
44	Cc1nnc(NC(=O)CSc2ccccn2)s1	-5	23	-3	3	-1
45	CCc1cccc(C)c1NC(=O)c1cc(=O)[nH]c2ccc(S(=O)(=O)N3CCOCC3)cc12	3	0	0	3	-2
46	Cc1cccc(NC(=O)Cc2ccc(F)cc2)c1	11	17	-1	8	0
47	CCC(CC)C1=NN2C(=N)/C(=C/c3ccc(OC(=O)c4ccco4)cc3)C(=O)N=C2S1	21	16	-6	28	-3
48	CCOc1ccc(-c2ncncc2-c2ccccc2OC)c(O)c1	15	25	-7	32	-3

No.	TIM10 inh	NALP3 yeast inh	MPTP inh	beta cell repl
37	12	19	0.8	-2
38	-18	22	-0.3	-2
39	25	25	8.3	0
40	-1	1	0.3	-2
41	6	23	0.8	-3
42	0	10	-1.4	-1
43	13	7	1.0	-3
44	-15	6	0.0	-1
45	-5	15	-1.4	-2
46	-4	16	-2.5	-1
47	13	12	-1.3	-4
48	-4	5	1.0	-2

Continued.
No.	Molecule	APJ antag	tim23-1 inh	NR3A LBD binder	tim10-1 inh	APJ agonist
49	O=C(CSc1nnc(CNC(=O)c2c(F)cccc2Cl)o1)NCc1ccccc1	27	14	1	34	0
50	CC(C)(C)c1nc[nH]c(=O)c1Br	-8	-1	0	-10	-4
51	CCCn1c(=O)c2c(C(F)(F)F)cc(-c3cccs3)nc2n(CCC)c1=O	-10	16	1	5	3
52	CCCC1=NN(c2ccc([N+](=O)[O-])cc2)C(=O)/C1=C\N(C)C	22	26	-8	25	-1
53	CC(C)(C)NC(=O)C(=O)NNC(=O)c1ccc(C(C)(C)C)cc1	-15	-4	-3	-31	-4
54	Cc1ccc(OCCn2cc(Br)c(=O)[nH]c2=O)cc1	1	20	0	26	14
55	CCCCN(C(=O)C1=NN(c2cc(C)ccc2C)C(=O)CC1)c1c(N)n(CCC)c(=O)[nH]c1=O	23	8	0	-7	-2
56	CCc1ccc(N2C(=O)CC(Cn3nc(C)cc3C)C2=O)cc1 (stereo unspecified)	8	24	0	-13	1
57	CCc1ccc(-n2c(SCc3cc(=O)n4cc(Br)ccc4n3)nc3[nH]ncc3c2=O)cc1	20	-15	-19	14	2
58	O=S(=O)(NC1CCCCC1N1CCN(c2ccccc2F)CC1)c1ccc(Cl)cc1 (stereo unspecified)	5	38	-2	33	-3
59	CC(C)CNC(=O)c1cc([N+](=O)[O-])ccc1N1CCOCC1	15	1	1	10	-3

No.	TIM10 inh	NALP3 yeast inh	MPTP inh	beta cell repl
49	13	12	-0.5	-4
50	-1	-6	0.6	2
51	4	27	1.0	0
52	11	16	78*	-3
53	-31	2	0.7	-3
54	0	-13	-0.3	-3
55	9	15	-1.2	-1
56	-4	6	0.8	2
57	17	16	-1.8	-3
58	19	7	1.1	-7
59	17	15	0.5	0
